Compound activity from PubChem BioAssay.
PglD DTNB = inhibitors of Campylobacter jejuni PglD acetyltransferase; inhibition, % at 12.5 µM; AID 602405; hit rate 0.098% among 360,000; purified PglD enzyme, DTNB colorimetric CoA detection; in the data active = inhibition above about 16%, passing the limit was not always enough; note: strong numbers were not always called active
C2C12 statin = protects C2C12 myotubes from simvastatin toxicity; ATP luminescence, 48 h; scaled: DMSO 0, geranylgeraniol control 100; rescue of ATP level, % at 7.49 µM; hit rate 0.78% among 330,000; AID 602340;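 active = mean ATP rescue above about 67%, or every replicate alone reaching that limit, limit read from the data, passing the limit was not always enough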;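 note: myotubes were challenged with 10 µM simvastatin during compound exposure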
PGC1a acetyl inh = modulators of PGC1a acetylation; U2OS PGC1a acetylation, AlphaScreen anti-acetyl-lysine; with virally co-expressed GCN5 acetyltransferase; inhibition, % at 15.6 µM; hit rate 0.17% among 350,000; AID 651687;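 active = every replicate shows inhibition of at least 40%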;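 note: 0% = neutral control wells and 100% = positive control wells; some results beyond the cut were filed as inactive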
LGR2 antag = Drosophila LGR2 receptor signaling inhibition | HEK293 LGR2, CRE-luciferase, bursicon-stimulated, 4 h | inhibition, % at 9.99 µM | hit rate 0.35% among 380,000;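 active = drop in luminescence signal, shown as inhibition above about 50% in the replicate tests, limit read from the data, passing the limit was not always enough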;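 note: agonist challenge used bursicon conditioned medium at about half maximal strength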
GSIS activator = primary screen for activators of insulin secretion dependent on glucose, INS-1E cells, GLuc reporter luminescence; activation, % at 16.6 µM; hit rate 0.61% among 370,000; INS-1E GLuc reporter insulin secretion, 2-3 h;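 active = lowest replicate activation of at least 40%, so every replicate reaches that level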;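 note: 0% = median of neutral control wells and 100% = median of IBMX positive control wells; some compounds called inactive have numbers as strong as hits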
ARNT-TACC3 inh = disrupts binding between human ARNT and TACC3; Q9Y6A5; AlphaScreen His-ARNT PAS-B/GST-TACC3 binding, luminescence; TACC3 fragment carries E629A point mutation; inhibition, % at 9.99 µM; hit rate 0.66% among 390,000; AID 623870;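 active = mean inhibition of replicates at least 50% and at least half of replicates each reaching 50%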;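 note: 0% = complete ARNT plus TACC3 wells and 100% = ARNT alone without TACC3; many hits fall short of the cut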
Cneo AK release = causes C. neoformans cell lysis; hit rate 0.2% among 360,000; lysis activity, % at 15 µM; adenylate kinase release luminescence, 4 h; normalised: neutral wells 0, clomiphene wells 100;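 active = mean lysis activity across replicates of at least 80%, whatever share of replicates individually reach that level; inactive = mean lysis activity below 80%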
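Material: C. neoformans cells; Schedule: 4 h static compound exposure, 37 °C, read 1 h post-reagent; Measured by: adenylate kinase release luminescence; Read-out: signal increase indicating cell lysis; Controls: Clomiphene as positive lysis control.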
PAX8 inh HTS = PAX8 transcriptional activity inhibition; RMG-I TPO-luciferase reporter, SteadyGlo, 24 h; inhibition, % at 12.6 µM; hit rate 1.2% among 360,000; AID 652154;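 active = mean replicate inhibition at least 60% with every replicate also reaching 60%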;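 note: luciferase light reporting Pax8 driven TPO promoter activity; plate controls were median of neutral control wells for no effect and mitoxantrone controls for full effect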
Numbers without * were called inactive; . = no result given; & = joins results of further samples; ! = not active in a repeat.

No.	molecule	PglD DTNB	C2C12 statin	PGC1a acetyl inh	LGR2 antag	GSIS activator	ARNT-TACC3 inh	Cneo AK release	PAX8 inh HTS
1	COc1ccc(CN(C)C[C@@H]2Oc3c(NC(=O)c4cnccn4)cccc3C(=O)N([C@@H](C)CO)C[C@H]2C)cc1	3	-9	16	7	15	2	-2	2
2	C[C@@H]1CNC(=O)c2c(C(=O)NCc3ccc(CNC(=O)OC(C)(C)C)cc3)ncn21	1	-2	-22	-39	19	.	-3	-17
3	CN(CC(=O)Nc1ccccc1Cl)C(=O)COC(=O)C1=COCCO1	2	-5	.	4	7	-13	-1	-16
4	CC(=O)N1CCN(Cc2nc3cc([N+](=O)[O-])ccc3n2C)CC1	-1	5	6	-7	15	-3	0	7
5	COc1ccc(S(=O)(=O)Nc2ccc3c(c2)CC(=O)N([C@H](C)CO)C[C@H](C)[C@@H](CN(C)S(=O)(=O)c2c(C)noc2C)O3)cc1	0	20	-2	-2	-3	-3	-4	.
6	Cc1ccc(S(=O)(=O)N(C)C[C@@H]2Oc3ccc(NC(=O)CCN4CCOCC4)cc3CC(=O)N([C@H](C)CO)C[C@H]2C)cc1	4	8	5	-20	8	1	55	-3
7	O=C(CN1CCN(CC(=O)Nc2cccc(F)c2)CC1)NCC1(N2CCOCC2)CCCCC1	-10	-1	-1	-13	-18	14	-1	4
8	CN(C)CCCNC(=O)C[C@H]1CC[C@H](NC(=O)c2ccccc2F)[C@@H](CO)O1	-6	-16	12	-8	.	1	-2	5
9	O=C(C[C@@H]1C/C=C\CCC(=O)O[C@H](c2ccccc2)CNC1=O)N[C@H](CO)Cc1ccccc1	6	23	-5	-4	1	-1	8	-4
10	CC(C)c1csc(CN2CCC(CCC(=O)NCC3CCCO3)CC2)n1 (stereo not drawn)	-2	.	3	-14	8	29	-4	9
11	COc1ccc(-c2ccc([C@@H]3[C@H]4CN(Cc5ccccc5)CC(=O)N4[C@H]3CO)cc2)cc1	.	.	-11	10	-4	.	.	1
12	O=C(N/N=C/c1cccc(O)c1)N/N=C/c1cccc(O)c1	2	-10	10	-12	-1	10	-8	-3
13	Cc1noc(C)c1NC(=O)N[C@H]1CC[C@H](CCNC(=O)C2CCCC2)O[C@H]1CO	3	1	5	-10	-11	-8	-4	-1
14	COc1ccc(CN(C)C[C@@H]2Oc3ccc(NC(=O)Cc4cn(C)c5ccccc45)cc3CC(=O)N([C@H](C)CO)C[C@@H]2C)cc1	2	13	-12	0	-18	5	3	7
15	COCCn1c(SCC(=O)Nc2ccc(F)cc2)nc2ccccc2c1=O	-6	-8	.	-5	5	-7	1	0
16	CCCNC(=O)N(C)C[C@@H]1Oc2ncc(-c3ccncc3)cc2C(=O)N([C@H](C)CO)C[C@H]1C	2	0	-4	6	20	-9	-2	.
17	CCC(=O)Nc1ccc2c(c1)OC[C@@H](C)N(Cc1ccccc1C(=O)O)C[C@@H](C)[C@H](OC)CN(C)C2=O	3	-5	6	-12	12	-3	-2	-5
18	CC(C)(C)SCCNC(=O)CSc1ccccc1	3	4	2	-9	1	-3	1	.
19	N#Cc1ccsc1NC(=O)c1cnccn1	3	11	4	.	.	30	-2	24
20	C[C@H](NC(=O)C[C@H]1CC[C@@H](NC(=O)c2cccnc2)[C@H](CO)O1)c1ccccc1	-8	-2	4	-1	6	-3	-6	0
21	C[C@H](CO)N1C[C@H](C)[C@@H](CN(C)C(=O)Nc2ccc(F)cc2)Oc2c(NS(C)(=O)=O)cccc2C1=O	5	-3	0	2	8	-5	1	-15
22	COc1ccc(-c2nc3ccccn3c2CN2CCN(c3ccccc3F)CC2)cc1	.	.	-4	-8	-17	9	.	-28
23	COc1ccc(S(=O)(=O)N2[C@@H]3CNC[C@H]2C3c2ccc(-c3ccncc3)cc2)cc1 (stereo partly drawn)	.	.	2&13	-1&6	-10&-8	.	.	-10
24	O=C(c1ccccc1)N1CCN(CC(O)COc2cccc3ccccc23)CC1 (stereo not drawn)	-2	1	1	5	0	-5	-2	31
25	Cc1cc(=O)c(C(=O)O)cn1Nc1ccc(Cl)cc1	7	.	17	1	0	.	-1	.
26	C[C@@H]1CN([C@H](C)CO)C(=O)c2cccc(NS(=O)(=O)c3cn(C)cn3)c2O[C@@H]1CN(C)C(=O)Nc1ccc2c(c1)OCO2	-3	12	8	3	-2	0	50	.
27	O=C(Nc1ccc2oc(-c3ccncc3)nc2c1)c1c(F)c(F)c(F)c(F)c1F	5	-30	12	.	.	.	0	.
28	Cc1cc(NC(=O)CSc2ncn[nH]2)no1	.	.	.	-4	-3	-5	.	29
29	COCCCNC(=O)/C(=C\c1cccn1C)NC(=O)c1cccs1	-6	.	.	12	12	2	1	28
30	CC(=O)Nc1cc(NC(C)=O)cc(C(=O)OCC(=O)Nc2ccc(S(=O)(=O)NC3=NCCCCC3)cc2)c1	-5	-1	-11	-2	-4	2	6	-18

A few values from above.
Entry of COc1ccc(-c2nc3ccccn3c2CN2CCN(c3ccccc3F)CC2)cc1 under GSIS activator: -17
Entry of CC(=O)Nc1cc(NC(C)=O)cc(C(=O)OCC(=O)Nc2ccc(S(=O)(=O)NC3=NCCCCC3)cc2)c1 under PAX8 inh HTS: -18
Entry of C[C@@H]1CN([C@H](C)CO)C(=O)c2cccc(NS(=O)(=O)c3cn(C)cn3)c2O[C@@H]1CN(C)C(=O)Nc1ccc2c(c1)OCO2 under C2C12 statin: 12

Further results follow.
No.	molecule	PglD DTNB	C2C12 statin	PGC1a acetyl inh	LGR2 antag	GSIS activator	ARNT-TACC3 inh	Cneo AK release	PAX8 inh HTS
31	CCC(=O)N[C@H]1C=C[C@H](CC(=O)NCc2cc(F)cc(F)c2)O[C@H]1CO	0	2	-6	2	7	-4	-1	-8
32	Cc1cccc(C)c1NC(=O)CSc1nnc(-c2ccoc2C)n1C	10	4	16	-4	3	-3	-2	.
33	CC1=C(C(=O)Nc2ccccc2F)C(c2cccs2)C2=C(CCCC2=O)N1 (stereo not drawn)	.	.	.	-1	1	-6	.	11
34	Nc1nc(SCC(=O)N2CCCC2)[nH]c(=O)c1NC(=O)c1ccco1	-1	4	-15	-12	6	6	-1	8
35	CCOC(=O)C1CCCN(C(=O)C(=O)c2cn(CC(=O)N3CCOCC3)c3ccccc23)C1 (stereo not drawn)	-3	-1	-6	9	29	-3	0	1
36	C[C@H](OC(=O)NCc1ccc(C(F)(F)F)cc1)[C@@H]1O[C@@]2(C)CCC[C@@H]1O2	3	-8	.	-22	-21	-8	2	-15
37	Cc1ccccc1S(=O)(=O)Cc1ccc(C(=O)NC2CC2)o1	2	6	-7	9	5	-1	-1	-8
38	C[C@H](CO)N1C[C@H](C)[C@H](CN(C)C(=O)CC2CC2)Oc2ncc(C#Cc3cccnc3)cc2C1=O	6	16	1	7	14	-31	4	.
39	CCCCNC(=O)N1CCN(Cc2cccc(F)c2)CC1	3	6	-8	3	8	.	-2	2
40	Cc1ccccc1OCCSc1nc2ncnc(N)c2[nH]1	-4	.	6	-4	7	6	1	6
41	O=C(N/N=C/c1ccc(F)cc1)c1cccc(NC(=O)c2ccc(F)cc2)c1	-7	-35	.	-33	4	20	-4	-58
42	COCCNCCOCCOc1cccc(OC)c1	-2	-3	5	.	.	1	1	.
43	CN(C)S(=O)(=O)c1cccc(C(=O)OCC(=O)Nc2ccccc2OC(F)F)c1	-1	9	-6	.	.	-7	1	0
44	CC1(C)C[C@H]2C3=CCC4[C@@]5(C)CC[C@H](O)[C@](C)(CO)C5CC[C@@]4(C)[C@]3(C)CC[C@@]2(C)[C@H](O)[C@@H]1O (stereo partly drawn)	-5	-1	21	-13	-1	-22	0	.
45	C[C@@H]1CN([C@@H](C)CO)C(=O)Cc2cc(N(C)C)ccc2O[C@H]1CN(C)Cc1ccc(C(F)(F)F)cc1	2	97*	-11	6	-13	24	3	26
46	O=C(Cc1ccc(Cl)cc1)Nc1ccc2oc(=O)ccc2c1	0	8	-4	3	-14	1	10	3
47	CCOC(=O)C1CCN(c2c(C(=O)c3ccccc3)cnc3ccc(CC)cc23)CC1	-2	-5	.	.	.	-2	3	2
48	C/C=C/c1ccc2c(c1)O[C@@H](CN(C)C(=O)CN(C)C)[C@@H](C)CN([C@@H](C)CO)S2(=O)=O	6	0	2	.	16	-3	0	.
49	Cc1sc(NC(=O)c2ccco2)c(C(=O)c2ccc(Cl)cc2)c1C	.	.	.	-18	3	-2	.	-10
50	COc1ccc(-c2ccc3c(c2)O[C@@H](CN(C)C(=O)c2ccccc2F)[C@@H](C)CN([C@@H](C)CO)S3(=O)=O)cc1	4&-3&-3	7&29&38	-5&-1&-7	-10&-4	-18&-20	6&3	0&-4&-1	11&18&33
51	C[C@@H]1CN([C@H](C)CO)C(=O)CCCn2nncc2CO[C@H]1CN(C)Cc1ccc(Oc2ccccc2)cc1	4&1	2&47&14	-2&6&12	6&-5	-1&-10	-1	-5&-4	116*!
52	Cc1nn(C)c(C(=O)NNC(=S)NCc2ccco2)c1Cl	-3	-4	-7	.	.	0	-2	.
53	O=C(C[C@@H]1C[C@@H]2c3cc(NC(=O)C4CCC4)ccc3O[C@@H]2[C@@H](CO)O1)NCc1ccccc1F	.	-4	-17	-3	14	.	.	-7
54	Cc1ccc(C)c(OCCC(=O)Nc2cccc(S(=O)(=O)N3CCCC3)c2)c1	.	.	.	6	-46	0	.	7
55	C[C@@H]1CN([C@@H](C)CO)C(=O)c2cc(-c3ccc(C(=O)N(C)C)cc3)cnc2O[C@H]1CN(C)C	3	-3	0	-9	9	-9	2	.
56	O=C(C(O)c1ccccc1)N1N=C(c2ccccc2)CC1(O)C(F)(F)F (stereo not drawn)	2	14	-22	5	-5	-2	0	-5
57	CCOc1ccc(NC(=O)C2CCCN(S(=O)(=O)c3ccc4c(c3)C(C)(C)C(=O)N4C)C2)cc1 (stereo not drawn)	-7	7	-10	2	-6	.	0	1
58	c1cncc(-c2cn(C[C@H]3CC[C@@H]([C@@H]4CC[C@H](Cn5cc(-c6cccnc6)nn5)O4)O3)nn2)c1	3	8	1	8	-13	0	0	20
59	CC(=O)NC(CCS(C)(=O)=O)C(=O)Nc1c(F)cccc1F (stereo not drawn)	.	.	-19	23	12	-3	.	.
60	C=CCOc1ccc(/C=C/C(=O)OCC(=O)NC2CCCCCC2)cc1	3	-5	.	11	2	-3	3	-11
61	COc1cccc2oc3ccc(C#Cc4ccccn4)cc3c(=O)c12	-4	-27	8	83*	8	5	-11	-61

Rows were taken by chance (roughly 2.9% active in at least one column).
